Compound activity from PubChem.
RBX1-CUL1 inh – inhibitors of human ROC1-CUL1 ubiquitin ligase activity | in vitro K48 di-Ub FRET, acceptor:donor ratio, 45 min | inhibition, % at 10 µM | 0.6% of 140,000 active | AID 1347404; in the data active = inhibition above about 25%
Target sequence (P62877 whole entry, looked up): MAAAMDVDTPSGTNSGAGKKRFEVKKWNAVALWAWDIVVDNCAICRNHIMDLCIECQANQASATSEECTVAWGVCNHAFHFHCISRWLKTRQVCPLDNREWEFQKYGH
Target sequence (Q13616 whole entry, looked up): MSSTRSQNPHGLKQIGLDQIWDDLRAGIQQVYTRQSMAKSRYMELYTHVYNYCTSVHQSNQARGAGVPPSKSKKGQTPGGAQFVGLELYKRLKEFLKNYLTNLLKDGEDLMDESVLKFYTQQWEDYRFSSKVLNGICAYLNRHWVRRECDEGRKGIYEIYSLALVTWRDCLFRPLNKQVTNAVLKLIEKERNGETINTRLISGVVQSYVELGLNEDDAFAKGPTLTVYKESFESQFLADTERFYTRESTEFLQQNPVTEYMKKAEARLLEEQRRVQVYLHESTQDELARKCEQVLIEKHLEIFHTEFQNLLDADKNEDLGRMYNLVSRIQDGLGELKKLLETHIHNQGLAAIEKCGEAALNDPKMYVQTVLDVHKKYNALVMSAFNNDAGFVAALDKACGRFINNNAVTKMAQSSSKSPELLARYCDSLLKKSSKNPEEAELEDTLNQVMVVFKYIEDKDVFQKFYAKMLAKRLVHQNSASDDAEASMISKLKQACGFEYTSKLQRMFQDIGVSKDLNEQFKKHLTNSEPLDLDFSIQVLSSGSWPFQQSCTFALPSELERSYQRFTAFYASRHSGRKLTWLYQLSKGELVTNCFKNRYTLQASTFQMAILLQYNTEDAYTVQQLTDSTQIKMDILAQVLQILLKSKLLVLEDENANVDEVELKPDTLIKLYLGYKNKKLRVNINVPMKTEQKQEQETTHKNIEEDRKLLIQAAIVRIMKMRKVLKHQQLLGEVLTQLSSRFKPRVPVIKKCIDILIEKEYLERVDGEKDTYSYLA
Active calls of the source: *. Only part of the results is shown; rates above refer to the full screens.

What do the screens show for `CCCCc1ccc(-c2nc(NC(=O)C3C4CCC(O4)C3C(=O)O)sc2C)cc1` (stereo unspecified)?
RBX1-CUL1 inh: 3

How did c1ccc(-c2noc(CN3CCN(Cc4ccc5c(c4)OCO5)CC3)n2)cc1 do in these assays?
RBX1-CUL1 inh: 1

How did O=C(NCCO)c1cc(Br)ccc1Br do in these assays?
RBX1-CUL1 inh: 5

How did Cc1ccc2occ(CC(=O)Nc3ccc(S(=O)(=O)N4CCCC(C)C4)cc3)c2c1 (stereo unspecified) do in these assays?
RBX1-CUL1 inh: -4

What do the screens show for `Cc1ccc(C(=O)Nc2ccc(S(=O)(=O)N3CCC(C)CC3)cc2)cc1C`?
RBX1-CUL1 inh: -4

What do the screens show for `O=C1c2ccccc2C(=O)N1CCS(=O)(=O)N(Cc1ccccc1)Cc1ccccc1`?
RBX1-CUL1 inh: 4

Results for CCOCC(=O)Nc1cc(Cl)c(OC)cc1OC ?
RBX1-CUL1 inh: 2

How did CCOC(=O)C1=C(C)N(c2ccc(Br)cc2)C(=O)/C1=C/c1ccc(CNS(=O)(=O)c2ccccc2)o1 do in these assays?
RBX1-CUL1 inh: -8

What do the screens show for `CNC(=O)C1CCN(S(=O)(=O)c2cc(C(C)C)ccc2OC)CC1`?
RBX1-CUL1 inh: -4

Results for CCOC(=O)C(NC(=O)c1ccc(F)cc1)(Nc1ccccc1OC)C(F)(F)F (stereo unspecified) ?
RBX1-CUL1 inh: 4

How did Nc1ccccc1Cc1ccccc1N do in these assays?
RBX1-CUL1 inh: -10

Results for COc1ccc(CNC2CC2)cc1OCC(O)CN1CCCCCCC1 (stereo unspecified) ?
RBX1-CUL1 inh: -3

How did O=C1N(CC2CCCCC2)CCCC12CCN(CC1CC1)C2 (stereo unspecified) do in these assays?
RBX1-CUL1 inh: 5

What do the screens show for `O=S(=O)(NC12CC3CC(CC(C3)C1)C2)c1cccc(C(F)(F)F)c1`?
RBX1-CUL1 inh: 0

How did Cn1c(=O)[nH]c(=O)c2c1ncn2CCN(Cc1ccccc1)Cc1ccccc1 do in these assays?
RBX1-CUL1 inh: 7

How did C[n+]1c(-c2ccc(Cl)cc2)csc1NCc1ccccc1 do in these assays?
RBX1-CUL1 inh: 1

Results for Cc1ccc(Nc2nc(-c3ccccc3)nc(C)c2C(=O)O)cc1 ?
RBX1-CUL1 inh: -1

What do the screens show for `O=C(Nc1ccc(F)cc1F)c1ccc(-c2ccccc2)cc1`?
RBX1-CUL1 inh: -4

Results for CC(=O)Nc1ccc(S(=O)(=O)NC2(C(F)(F)F)C(=O)N=C3C2C(=O)NC(=O)N3c2cccc(Cl)c2)cc1 (stereo unspecified) ?
RBX1-CUL1 inh: -2

Results for CCOC(=O)C1(Cc2ccccc2Cl)CCN(C(=O)[C@@H]2C[C@@H]3C=C[C@H]2C3)CC1 ?
RBX1-CUL1 inh: 0

What do the screens show for `COc1cccc(-[n+]2c([O-])c(-c3ccccc3)c(=O)n3nc(-c4ccccc4)ccc32)c1`?
RBX1-CUL1 inh: -3

How did O=C(NCc1cccnc1N1CCCC(O)C1)C1(c2ccccc2F)CC1 (stereo unspecified) do in these assays?
RBX1-CUL1 inh: -5

What do the screens show for `CCn1c(=O)c2c(nc3n(CCN4CCOCC4)c(C)c(C)n23)n(C)c1=O`?
RBX1-CUL1 inh: 2

What do the screens show for `c1ccc(-n2nnnc2Sc2ccncc2)cc1`?
RBX1-CUL1 inh: 8

What do the screens show for `COc1cccc(C(=O)N2N=C(C(F)(F)F)CC2(O)c2cccc(OC)c2)c1` (stereo unspecified)?
RBX1-CUL1 inh: -6

What do the screens show for `Cc1ccc(CSc2cn(CCNC(=O)c3cccs3)c3ccccc23)cc1`?
RBX1-CUL1 inh: 2

How did COc1ccc(-n2ccn(Cc3ccccc3C)c(=O)c2=O)cc1 do in these assays?
RBX1-CUL1 inh: -6

Results for C#CCN(C/C=C/c1ccc(C#N)cc1)S(=O)(=O)c1ccc(C)cc1 ?
RBX1-CUL1 inh: 3

What do the screens show for `CCc1cccc(C)c1NC(=O)CCc1ccccc1`?
RBX1-CUL1 inh: 1

Results for CCc1cc2c(=O)oc(-c3ccccc3)nc2s1 ?
RBX1-CUL1 inh: 7

How did OCCN1CCC(=C2c3ccccc3CSc3ccc(Cl)cc32)CC1 do in these assays?
RBX1-CUL1 inh: 2

What do the screens show for `Cc1nn(C)cc1C(=O)Nc1ccc(Cn2cccn2)cc1`?
RBX1-CUL1 inh: 2

What do the screens show for `Clc1ccccc1CSc1nnc(-c2ccncc2)o1`?
RBX1-CUL1 inh: 3

Results for OCCNc1nc(-c2ccco2)nnc1-c1ccccc1 ?
RBX1-CUL1 inh: 5

Results for Cc1ccc(-c2ccc(CNCC(C)O)o2)cc1Cl (stereo unspecified) ?
RBX1-CUL1 inh: 5

How did Cc1ccc(-n2c(SCC(=O)Nc3cccc(F)c3)nc3c(oc4ccccc43)c2=O)cc1C do in these assays?
RBX1-CUL1 inh: 7

How did CC(=O)c1c(C)oc2ccc(NS(=O)(=O)c3ccc(C(C)C)cc3)cc12 do in these assays?
RBX1-CUL1 inh: -2

How did COc1cccc(Cn2c(CNS(=O)(=O)c3ccc(Cl)s3)nc3cccnc32)c1 do in these assays?
RBX1-CUL1 inh: -5

What do the screens show for `CCCn1cnc2cc(NCc3ccccn3)ccc21`?
RBX1-CUL1 inh: -1

What do the screens show for `c1ccc2c(c1)[nH]c1nc(NN=C3CCCC3)nnc12`?
RBX1-CUL1 inh: -4

An excerpt from above in order of length of the SMILES, rising:
What do the screens show for `c1ccc(-n2nnnc2Sc2ccncc2)cc1`?
RBX1-CUL1 inh: 8

What do the screens show for `CCCn1cnc2cc(NCc3ccccn3)ccc21`?
RBX1-CUL1 inh: -1

What do the screens show for `CCc1cccc(C)c1NC(=O)CCc1ccccc1`?
RBX1-CUL1 inh: 1

What do the screens show for `Clc1ccccc1CSc1nnc(-c2ccncc2)o1`?
RBX1-CUL1 inh: 3

Results for Cc1ccc(-c2ccc(CNCC(C)O)o2)cc1Cl (stereo unspecified) ?
RBX1-CUL1 inh: 5

What do the screens show for `Cc1nn(C)cc1C(=O)Nc1ccc(Cn2cccn2)cc1`?
RBX1-CUL1 inh: 2

What do the screens show for `c1ccc2c(c1)[nH]c1nc(NN=C3CCCC3)nnc12`?
RBX1-CUL1 inh: -4

How did OCCN1CCC(=C2c3ccccc3CSc3ccc(Cl)cc32)CC1 do in these assays?
RBX1-CUL1 inh: 2

What do the screens show for `Cc1ccc(CSc2cn(CCNC(=O)c3cccs3)c3ccccc23)cc1`?
RBX1-CUL1 inh: 2

Results for C#CCN(C/C=C/c1ccc(C#N)cc1)S(=O)(=O)c1ccc(C)cc1 ?
RBX1-CUL1 inh: 3

What do the screens show for `CCn1c(=O)c2c(nc3n(CCN4CCOCC4)c(C)c(C)n23)n(C)c1=O`?
RBX1-CUL1 inh: 2

How did COc1cccc(Cn2c(CNS(=O)(=O)c3ccc(Cl)s3)nc3cccnc32)c1 do in these assays?
RBX1-CUL1 inh: -5

How did Cc1ccc(-n2c(SCC(=O)Nc3cccc(F)c3)nc3c(oc4ccccc43)c2=O)cc1C do in these assays?
RBX1-CUL1 inh: 7

What do the screens show for `COc1cccc(-[n+]2c([O-])c(-c3ccccc3)c(=O)n3nc(-c4ccccc4)ccc32)c1`?
RBX1-CUL1 inh: -3

Going on with the list.
What do the screens show for `CCOC(=O)c1cnc2c(Cl)cc(Cl)cc2c1Nc1ccccc1OC`?
RBX1-CUL1 inh: -8

What do the screens show for `Cc1cc(C(=O)N2CCc3nnc(C(NC(=O)c4ccccn4)C(C)C)n3CC2)c(C)o1` (stereo unspecified)?
RBX1-CUL1 inh: 3

How did CO[C@H]1[C@H](NC(=O)c2ccncc2)c2ccccc2C12CCN(C(=O)CCN1CCCO1)CC2 do in these assays?
RBX1-CUL1 inh: 0

Results for Cc1cccc(N(CC(=O)NC(C(C)C)C(C)C)S(C)(=O)=O)c1C ?
RBX1-CUL1 inh: 0

How did Cc1cc(NC(=O)c2ccc(F)cc2)no1 do in these assays?
RBX1-CUL1 inh: 5

Results for Cc1cccc(NC(=O)C(=O)NCC(c2ccc3c(c2)OCO3)N2CCOCC2)c1C (stereo unspecified) ?
RBX1-CUL1 inh: 12

Results for CCCC(=O)N1c2ccccc2-c2nnc(SC)nc2OC1c1sccc1C (stereo unspecified) ?
RBX1-CUL1 inh: -6

What do the screens show for `Cc1cc(Cl)c(S(=O)(=O)N2CCN(c3ccc(F)cc3)CC2)cc1OCC(N)=O`?
RBX1-CUL1 inh: 4

How did CSC(=NCCSCCn1cnc2c1c(=O)n(C)c(=O)n2C)NC#N do in these assays?
RBX1-CUL1 inh: -5

How did CC(=O)N1c2ccccc2C(C)(C)C2CCC(C)CC21 (stereo unspecified) do in these assays?
RBX1-CUL1 inh: -13

Results for Cc1oc(-c2cccc(Cl)c2)nc1CS(=O)(=O)CC(=O)NCc1ccccc1Cl ?
RBX1-CUL1 inh: -3

How did O=C1C(=NCc2ccco2)C(Cl)C(=O)N1c1ccc(Cl)cc1 (stereo unspecified) do in these assays?
RBX1-CUL1 inh: -1

How did CCN1CCC(NC(=O)C(C)Oc2ccccc2)CC1 (stereo unspecified) do in these assays?
RBX1-CUL1 inh: 5

How did NCCc1cc(=O)[nH]c(-c2ccc(Cl)cc2)n1 do in these assays?
RBX1-CUL1 inh: 6

Results for O=C(CSc1nnc(Cc2ccc3ccccc3c2)n1-c1ccccc1)Nc1ccc2nc(SCC(=O)NC3CC3)sc2c1 ?
RBX1-CUL1 inh: -8

How did Cn1ccnc1CN1CCCC(N2CCC(CO)CC2)C1 (stereo unspecified) do in these assays?
RBX1-CUL1 inh: -10

Results for CCc1ccc(C(=O)N2CCN(c3ncccn3)CC2)cc1 ?
RBX1-CUL1 inh: 1

Results for OCC1(CC2CCCCO2)CCN(CCCn2cccn2)CC1 (stereo unspecified) ?
RBX1-CUL1 inh: 3

Results for CC(C)(C)C(=O)Nc1ccc(C(=O)Nc2cccnc2)cc1 ?
RBX1-CUL1 inh: -2

Results for Cn1nnnc1SCCNCc1cccs1 ?
RBX1-CUL1 inh: -6

What do the screens show for `O=C(CCCSc1nnc(-c2ccc(Cl)cc2)o1)c1ccc(F)cc1`?
RBX1-CUL1 inh: 4

Results for COc1cccc(C2N(c3ccccc3)CCN2c2ccccc2)c1OC ?
RBX1-CUL1 inh: 7

How did COCCN1CCC(CN(CC2CCCO2)C(=O)CSC)CC1 (stereo unspecified) do in these assays?
RBX1-CUL1 inh: -1

How did CC(C)CC(=O)C1CCCN(C(=O)Cn2nnnc2CN2CCCC2)C1 (stereo unspecified) do in these assays?
RBX1-CUL1 inh: -1

How did CCc1ccc(N2NC(=O)/C(=C/c3ccc(-c4ccc(S(=O)(=O)Nc5nccs5)cc4)o3)C2=O)cc1 do in these assays?
RBX1-CUL1 inh: 93*

What do the screens show for `Cc1ccc(F)cc1NC(=O)CSc1nc(-c2ccc3c(c2)OCO3)ccc1C#N`?
RBX1-CUL1 inh: -4

How did COc1ccc(N(C(C)=O)C2SC(=O)N(c3ccccc3)C2=O)cc1 (stereo unspecified) do in these assays?
RBX1-CUL1 inh: 6

What do the screens show for `C=CCn1cnc2c1c(=O)n(C)c(=O)n2C`?
RBX1-CUL1 inh: 5

Results for O=C(CCCCn1c(=O)c2ccccc2n(CC(=O)Nc2cccc(F)c2)c1=O)NCc1ccccc1Cl ?
RBX1-CUL1 inh: -9

Results for CCN(CCn1cccn1)C(=O)C1CCN(c2ccccc2)C1=O (stereo unspecified) ?
RBX1-CUL1 inh: -1

What do the screens show for `COc1ccc(C2CC(=O)NC(NC(=O)c3ccc(Br)cc3)=N2)c(OC)c1OC` (stereo unspecified)?
RBX1-CUL1 inh: -3

What do the screens show for `C=CCOC(=O)c1c2c(n3ccccc13)C(=O)c1ccccc1C2=O`?
RBX1-CUL1 inh: -10

How did CNCC(O)COc1ccc2ccccc2c1 (stereo unspecified) do in these assays?
RBX1-CUL1 inh: 1

How did O=C(N/N=C/c1c(O)ccc2ccccc12)c1ccc2nc[nH]c2c1 do in these assays?
RBX1-CUL1 inh: 4

What do the screens show for `Cc1ccc(C)c(NC(=O)Cn2nc(-c3ccccc3)nc2-c2ccccc2)c1`?
RBX1-CUL1 inh: -1

What do the screens show for `CCN1CCN(CC(=O)N2CCCC(Nc3ccc(F)c(F)c3)C2)CC1` (stereo unspecified)?
RBX1-CUL1 inh: 1

What do the screens show for `CCOc1ccc(NC(=O)c2ccc(Br)cc2Br)cc1`?
RBX1-CUL1 inh: -6

What do the screens show for `CC(C)c1ccc(Nc2ncnc3onc(-c4ccc(F)cc4)c23)cc1`?
RBX1-CUL1 inh: 9

What do the screens show for `COc1cccc(C(=O)NC(=S)Nc2ccc(OC)cc2OC)c1`?
RBX1-CUL1 inh: -7

Results for COc1cc(Cl)c(OCc2ccccc2)cc1Cl ?
RBX1-CUL1 inh: -3

What do the screens show for `O=C1C2=C(CCCC2)N(c2ccccc2)C(=O)C1Sc1cc(Cl)c(Cl)cc1Cl` (stereo unspecified)?
RBX1-CUL1 inh: -3

What do the screens show for `CCc1c(C)nc(N2CCN(c3ccccc3OC)CC2)[nH]c1=O`?
RBX1-CUL1 inh: -8

Results for CCc1ccc(-c2nc3c(c(SCc4ccccc4)n2)Cc2c(CO)cnc(C)c2O3)cc1 ?
RBX1-CUL1 inh: -13

What do the screens show for `COc1ccccc1-c1ccnc(-n2ncc(C(=O)NCc3cccc(F)c3)c2C2CC2)n1`?
RBX1-CUL1 inh: -5

What do the screens show for `COC(=O)C(NC(=O)c1cccc(Cl)c1)(Nc1ccc(OC(F)(F)F)cc1)C(F)(F)F` (stereo unspecified)?
RBX1-CUL1 inh: -2

How did COc1ccc(Cl)cc1NC(=O)CSc1nc2c([nH]c3ccccc32)c(=O)n1-c1ccccc1 do in these assays?
RBX1-CUL1 inh: 3

Results for Cc1nc(CSc2ncnc3scc(-c4ccccc4)c23)cs1 ?
RBX1-CUL1 inh: -6

What do the screens show for `CCC(=O)Oc1ccc(C)cc1C1Oc2nc(SC)nnc2-c2ccccc2N1C(=O)CC` (stereo unspecified)?
RBX1-CUL1 inh: -9

What do the screens show for `CC1CCC(C(C)C)c2c1c(-c1cccc3ccccc13)nn2C(=O)/C=C/c1ccccc1` (stereo unspecified)?
RBX1-CUL1 inh: -1

How did COC(=O)Cn1c(=NC(=O)c2ccc3c(c2)OCCO3)sc2ccccc21 do in these assays?
RBX1-CUL1 inh: -6
